Smad3 inh = Smad3/FoxH1 peptide binding inhibitors, primary screen, biochemical, TR-FRET. AID 630, 2007. 88,000 tested, 0.29% active. inhibition, % at 25 µM. Mothers against decapentaplegic homolog 3 (Homo sapiens), P84022. TR-FRET Smad3/Dy647-FoxH1 peptide binding, europium anti-His;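 active = compounds that reduce the energy-transfer binding signal between the protein and its labelled peptide by more than half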;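 also: 0% = Smad3 plus labelled peptide maximal FRET and 100% = peptide-only background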
CD11b adhes enh = enhancers of CD11b/CD18 adhesion to fibrinogen, primary screen, K562 cells, luminescence | activation, % at 10 µM | Integrin beta-2 (Homo sapiens) + Integrin alpha-M (Homo sapiens), P05107+P11215 | 93,000 tested, 0.07% active | ATPlite luminescence;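 active = 10 µM primary screen giving 50% or more activity, confirmed by 40% or more on retest at that dose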; also: strong numbers were not always called active
Lung fibro prol = antiproliferative effect on LL 47 fibroblasts – human, LL 47 cells, CellTiter-Glo luminescence, primary screen | LL 47 human lung fibroblast viability, ATP luminescence; hits give low values | viability, % at 10 µM | 85,000 tested, 1.1% active;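 active = viability at or below 50% in the single dose screen; inactive = viability above 50%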;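 also: compound exposure lasted 72 h before the ATP readout; 100% = median luminescence of untreated cell-only wells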
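Material: human LL 47 lung fibroblast cells; quantity: 1,150 cells/well; medium: IMEM plus 15% FBS; doses: 0.1% DMSO in all compound wells; timing: overnight attachment after seeding, then 72 h compound exposure at 37 °C; detection: CellTiter-Glo luminescence; measure: % viability of median cell-only signal; controls: cell-only wells, no compound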
HUVEC inhibit = inhibitors of HUVEC proliferation, primary screen, cell-based, 384-well. CellTiter-Glo luminescence, 72 h; hits give low values. viability, % at 10 µM (by protocol). 86,000 tested, 1.1% active;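 active = viability at or below 30%; inactive = viability above 30%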;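 also: 100% = median luminescence of DMSO-only cell control wells on each plate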
ERa coact pot = enhancers of ERα–SRC-1 coactivator binding, primary screen, biochemical, TR-FRET, ERα LBD, low estradiol; Estrogen receptor (Homo sapiens), P03372; TR-FRET ERalpha-LBD/SRC-Cy5 coactivator binding, 2 h; 100 = basal binding, no effect; coactivator binding (% of control), % at 25.6 µM; 86,000 tested, 1.3% active; in the data active = activity above about 200%;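 also: binding measured in presence of low estradiol as agonist stimulus; 0% = peptide alone without receptor and 100% = receptor with peptide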
Target sequence (P03372 whole entry, looked up, the tested form may be a part): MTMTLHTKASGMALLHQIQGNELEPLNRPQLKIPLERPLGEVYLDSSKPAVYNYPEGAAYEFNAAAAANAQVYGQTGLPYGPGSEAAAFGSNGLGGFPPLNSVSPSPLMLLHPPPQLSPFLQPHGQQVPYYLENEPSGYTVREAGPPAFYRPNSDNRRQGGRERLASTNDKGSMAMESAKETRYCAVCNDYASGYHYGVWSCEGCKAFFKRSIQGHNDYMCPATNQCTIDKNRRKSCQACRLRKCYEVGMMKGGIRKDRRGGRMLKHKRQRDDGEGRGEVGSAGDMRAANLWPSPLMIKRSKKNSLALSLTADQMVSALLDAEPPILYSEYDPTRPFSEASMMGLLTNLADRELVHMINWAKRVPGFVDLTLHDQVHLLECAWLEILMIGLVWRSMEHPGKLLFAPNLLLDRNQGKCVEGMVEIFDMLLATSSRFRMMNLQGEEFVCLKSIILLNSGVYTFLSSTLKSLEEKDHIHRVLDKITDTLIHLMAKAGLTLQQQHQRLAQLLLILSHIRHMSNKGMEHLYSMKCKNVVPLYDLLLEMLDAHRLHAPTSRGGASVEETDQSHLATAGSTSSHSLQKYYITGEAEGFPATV
H69AR growth 86K = proliferation blockers of H69AR lung cancer cells, primary screen, cell-based, human, 86K library | H69AR lung tumor viability, ATP luminescence, 72 h; hits give low values | viability, % at 10 µM | 85,000 tested, 6% active | AID 598, 2007;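 active = viability at or below 40%; inactive = viability above 40%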;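 also: multidrug resistant small cell line overexpressing MRP-1 efflux transporter; 100% = mean luminescence of untreated control wells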
ERa coact inh = ERα–SRC-1 coactivator interaction inhibitors, primary screen, biochemical, TR-FRET, ERα LBD, estradiol-bound. Estrogen receptor (Homo sapiens), P03372. TR-FRET ER-alpha LBD / SRC-1 peptide. inhibition, % at 25.6 µM. 86,000 tested, 1.7% active. AID 629, 2007; in the data active = inhibition above about 50%;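 also: 0% = receptor plus peptide control and 100% = peptide only without receptor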
ERb coact inh = inhibitors of ERβ-SRC1 coactivator interaction, primary screen, biochemical, TR-FRET, ERβ LBD, SRC-1 peptide. TR-FRET ER-beta LBD / SRC1-Cy5 peptide binding; receptor agonist-loaded with 1 µM estradiol. 86,000 tested, 1.3% active. AID 633, 2007. inhibition, % at 25.6 µM. Estrogen receptor beta (Homo sapiens), Q92731;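 active = compounds whose percent inhibition of the receptor-coactivator binding signal exceeds about 50% in the single-dose screen, limit read from the data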;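 also: 0% = receptor plus peptide wells without compound and 100% = peptide-only wells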
Target sequence (Q92731 whole entry, looked up, the tested form may be a part): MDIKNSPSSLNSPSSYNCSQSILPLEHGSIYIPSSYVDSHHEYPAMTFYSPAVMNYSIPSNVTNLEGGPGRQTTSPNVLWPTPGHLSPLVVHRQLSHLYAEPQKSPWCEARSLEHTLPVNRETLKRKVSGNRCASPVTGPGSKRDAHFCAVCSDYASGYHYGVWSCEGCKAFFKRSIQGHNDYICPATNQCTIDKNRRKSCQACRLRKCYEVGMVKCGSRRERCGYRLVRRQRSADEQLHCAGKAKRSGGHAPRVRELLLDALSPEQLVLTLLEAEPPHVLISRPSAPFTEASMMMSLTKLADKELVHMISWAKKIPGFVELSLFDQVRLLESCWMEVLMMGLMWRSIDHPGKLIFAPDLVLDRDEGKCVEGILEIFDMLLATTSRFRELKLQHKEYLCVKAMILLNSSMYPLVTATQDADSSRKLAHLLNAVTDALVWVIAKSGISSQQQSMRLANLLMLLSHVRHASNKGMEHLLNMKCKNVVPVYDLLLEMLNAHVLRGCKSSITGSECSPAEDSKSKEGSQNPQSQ
MT1-MMP txn act = MT1-MMP promoter reporter activation – cell-based, luciferase luminescence, primary screen | activation factor at 10 µM | 86,000 tested, 0.16% active | HT1080 MT1-MMP promoter luciferase reporter, overnight; hits give high values;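 active = activation factor of at least 2 for MT1-MMP transcription at 10 µM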
An asterisk follows results filed as active; x = not tested or not shown; [ ] = another dose, or the depositor's remark. An excerpt (hit frequency here may not be typical).

SMILES	Smad3 inh	CD11b adhes enh	Lung fibro prol	HUVEC inhibit	ERa coact pot	H69AR growth 86K	ERa coact inh	ERb coact inh	MT1-MMP txn act
COc1cc(-c2nnc(SCC(=O)c3ccc(C)cc3)o2)cc(OC)c1OC	13[fluorescence artefact?]	-4	99	85	121	65	2	0	1.1
COc1cccc(C2CC(c3ccccc3Cl)n3nc(N)nc3N2)c1 (centres undefined)	4	-2	92	85	90	97	-3	-4	1.1
COc1ccc(OC)c(C(=O)c2coc3ccc(OCC(=O)O)cc23)c1	5	-2	99	90	115	91	-7	4	1
COc1ccc(-c2nc(C#N)c(NCC3CCCO3)o2)cc1OC (centres undefined)	-9	4	102	95	91	85	1	1	1.4
CCc1nc2c(sc3nc(N4CCOCC4)c4c(c32)CC(C)(C)OC4)c(=O)o1	-8	2	99	90	110	98	10	-4[fluorescence artefact?]	1.1
COc1ccc(OCc2nnc3n2N=C(c2ccc(OC)cc2)CS3)cc1	4	6	84	74	112	30*	-1	-1	1.2
COc1ccccc1CNC(=O)CCn1c(=O)oc2ccccc21	-6	0	98	93	92[fluorescence artefact?]	87	5[fluorescence artefact?]	-4[fluorescence artefact?]	1.1
CCOC(=O)C1CCN(c2c(NC3CCCCCCC3)c(=O)c2=O)CC1	-2	-4	97	98	118	89	-2[fluorescence artefact?]	-4	1
c1csc(-c2nc3c4ccccc4c4ccccc4c3[nH]2)c1	8	x	89	57	87	30*	27	25	1.3
Cc1c(C)c2ccc(OCC(=O)N(C)C)c(C)c2oc1=O	1	2	105	101	99	79	-5	6	1
O=C(CSc1nnc(-c2ccccc2Br)o1)N1CCc2ccccc2C1	5	-1	100	115	108	101	2	1	1.1
CCOC(=O)c1nn(-c2cc(C(=O)OC)cc(C(=O)OC)c2)cc1O	10	-1	107	87	138	91	-7[fluorescence artefact?]	-1[fluorescence artefact?]	1.2
Cc1ccc(NC(=O)Cn2cccc2)c(Br)c1	6[fluorescence artefact?]	3	112	103	129	88	0[fluorescence artefact?]	-4	1.3
C[C@H](N)c1nnc(SCc2c(Cl)cccc2Cl)o1	2	2	91	97	105	96	11	-13	1.2
COc1ccc(N2CCN(C(=O)CN(CCc3ccccc3)S(C)(=O)=O)CC2)cc1	1	-2	98	102	111	89	12[fluorescence artefact?]	4[fluorescence artefact?]	1.1
COc1cc(/C=C2\C(=O)N(CCC#N)N=C2C)c(Br)cc1OC(C)C	-12	x	85	69	99	16*	-2	7	1.5
COC(=O)C1C(=O)C2=C(CC1C)NC(C)=C(C(=O)OCc1ccc(OC)cc1)C2c1ccc(C)o1 (centres undefined)	-3	6	97	74	96	84	-3	0	1.2
CCOC(=O)N1CCN(C(=O)c2ccc(NS(C)(=O)=O)cc2)CC1	8	5	104	98	123	97	-12	1	1.3
Cn1c(=O)oc2cc(S(=O)(=O)NCCC(=O)NC3CCCC3)ccc21	-7	0	97	97	93	96	-4	-1	1
Cc1ccc(CN(C)CCc2ccccn2)cc1	-5	-7	95	98	99	94	-15	3	1.3
O=C(O)CSC(NC(=O)c1cccnc1)(C(F)(F)F)C(F)(F)F	-2	-3	96	90	110	97	7[fluorescence artefact?]	-3[fluorescence artefact?]	1.2
O=C(CSc1nnc2sc3ccccc3n12)N1CCN(c2ccccc2)CC1	11	10	92	90	114	95	9	1	1
CCN(CC)c1nc(C)c2c(c1C#N)CC(C)(C)OC2	3	0	88	105	103	83	2[fluorescence artefact?]	3[fluorescence artefact?]	1.1
CCOc1ccc(S(=O)(=O)N2CCN(c3ccccc3F)CC2)c2cccnc12	x	x	94	87	x	81	x	x	1.1
Cc1ccc(Nc2nc(N)nc(CN3CCN(Cc4ccc5c(c4)OCO5)CC3)n2)c(C)c1	-2	4	94	93	131	72	10	-2	1.1
Cc1cc(NC(=O)C2CC(=O)OC2c2ccccc2)no1 (centres undefined)	-11	-5	97	84	92	92	3[fluorescence artefact?]	-2[fluorescence artefact?]	1.2
N#Cc1c2c(c(NCc3cccnc3)n3c1nc1ccccc13)CCC2	5	8	92	95	89[fluorescence artefact?]	43	-10[fluorescence artefact?]	-5	1.1
NNC(=O)CCS(=O)(=O)c1ccc2ccccc2c1	1	x	107	94	99	86	-4	3	1.1
COc1ccc(-c2nc(C#N)c(N3CCN(c4ccccc4)CC3)o2)cc1	1	0	105	100	129[fluorescence artefact?]	103	14[fluorescence artefact?]	2	1
COc1ccc(-c2c(C)n([O-])c3c([n+]2=O)CCC3)cc1OC	-5	-1	97	87	93	93	20	7	1.2

Limited to ERb coact inh, for some of the entries so far:
SMILES,ERb coact inh
Cc1c(C)c2ccc(OCC(=O)N(C)C)c(C)c2oc1=O,6
COc1ccc(N2CCN(C(=O)CN(CCc3ccccc3)S(C)(=O)=O)CC2)cc1,4[fluorescence artefact?]

New compounds follow.
SMILES	Smad3 inh	CD11b adhes enh	Lung fibro prol	HUVEC inhibit	ERa coact pot	H69AR growth 86K	ERa coact inh	ERb coact inh	MT1-MMP txn act
CCOCCCNC(=O)c1[nH]c(C)c(C(C)=O)c1C	4	x	96	95	115	105	-1[fluorescence artefact?]	-7	1.2
N#Cc1c(N)nc2c(c1-c1ccncc1)CCCCCC2	-3	x	97	99	101	97	7	-7	1.1
COc1ccc2oc(=N)c(-c3nnc4n3CCCCC4)cc2c1	16	-2	100	91	107	96	-8	-3	1.3
COc1cc(OC)c2c(N)c(C#N)c(C(F)(F)C(F)(F)F)nc2c1	19[fluorescence artefact?]	22	95	88	176[fluorescence artefact?]	86	11[fluorescence artefact?]	10[fluorescence artefact?]	1.2
CC(C)C(c1nnnn1C1CCCC1)N1CCOCC1 (centres undefined)	-11	x	92	102	107	93	-8	-7	1.2
CCc1ccc(OCCCOc2ccc(C=O)cc2)cc1	10	3	102	112	88	94	2	-4	1
CCOc1ccc(C(=O)OCn2nnc3ccccc3c2=O)cc1OC	6	0	103	107	99	98	-7	-15	1
c1ccc(CCNc2nc3ccccc3s2)cc1	-3[fluorescence artefact?]	0	76	95	91	105	-5	-11	1.5
O=C(Nc1ccc(N2CCN(C(=O)c3ccco3)CC2)c(Cl)c1)c1cccs1	11	-4	93	72	100	54	-35	-9	1
Cc1ccc(/C(O)=C2\C(=O)C(=O)N(CCN(C)C)C2c2ccccc2F)cc1 (centres undefined)	19[fluorescence artefact?]	-2	104	96	87[fluorescence artefact?]	99	-1[fluorescence artefact?]	-4	1.3

Entries from the list above with bromine (3):
SMILES	Smad3 inh	CD11b adhes enh	Lung fibro prol	HUVEC inhibit	ERa coact pot	H69AR growth 86K	ERa coact inh	ERb coact inh	MT1-MMP txn act
O=C(CSc1nnc(-c2ccccc2Br)o1)N1CCc2ccccc2C1	5	-1	100	115	108	101	2	1	1.1
Cc1ccc(NC(=O)Cn2cccc2)c(Br)c1	6[fluorescence artefact?]	3	112	103	129	88	0[fluorescence artefact?]	-4	1.3
COc1cc(/C=C2\C(=O)N(CCC#N)N=C2C)c(Br)cc1OC(C)C	-12	x	85	69	99	16*	-2	7	1.5

Some of the entries so far, with values under each structure.
Sequence of screens: Smad3 inh, CD11b adhes enh, Lung fibro prol, HUVEC inhibit, ERa coact pot, H69AR growth 86K, ERa coact inh, ERb coact inh, MT1-MMP txn act
COc1ccc(N2CCN(C(=O)CN(CCc3ccccc3)S(C)(=O)=O)CC2)cc1
    1, -2, 98, 102, 111, 89, 12[fluorescence artefact?], 4[fluorescence artefact?], 1.1
COc1cc(/C=C2\C(=O)N(CCC#N)N=C2C)c(Br)cc1OC(C)C
    -12, x, 85, 69, 99, 16*, -2, 7, 1.5
COC(=O)C1C(=O)C2=C(CC1C)NC(C)=C(C(=O)OCc1ccc(OC)cc1)C2c1ccc(C)o1 (centres undefined)
    -3, 6, 97, 74, 96, 84, -3, 0, 1.2
CCOC(=O)N1CCN(C(=O)c2ccc(NS(C)(=O)=O)cc2)CC1
    8, 5, 104, 98, 123, 97, -12, 1, 1.3
Cn1c(=O)oc2cc(S(=O)(=O)NCCC(=O)NC3CCCC3)ccc21
    -7, 0, 97, 97, 93, 96, -4, -1, 1
Cc1ccc(CN(C)CCc2ccccn2)cc1
    -5, -7, 95, 98, 99, 94, -15, 3, 1.3

Continuation:
SMILES	Smad3 inh	CD11b adhes enh	Lung fibro prol	HUVEC inhibit	ERa coact pot	H69AR growth 86K	ERa coact inh	ERb coact inh	MT1-MMP txn act
COc1ccc(Oc2c(C)oc3c(CN4CCOCC4)c(O)ccc3c2=O)cc1	-1	x	102	95	99	101	2	-6	1.1
O=C(Nc1ccc(F)cc1F)N1CCCCC1c1cccnc1 (centres undefined)	3	0	98	103	126	92	-3	-8	1
O=c1c2ccccc2n(Cc2ccc(Cl)cc2)c(=O)n1Cc1ccco1	10	x	89	63	123	70	4	-7	1
COc1ccc2c(c1)C(=NN)c1cc(OC)ccc1-2	1	x	87	96	124[fluorescence artefact?]	59	-3	13[fluorescence artefact?]	1.1
O=C(Nc1ccc(Br)c(Cl)c1)c1ccco1	-1	-2	94	83	104	53	-13	-3	1.5
Cc1ccc(C(C)C)c(OCc2ccc(-c3nnco3)cc2)c1	11	-1	94	134	120	101	1[fluorescence artefact?]	0[fluorescence artefact?]	1
C=CCn1c(N)c(C(=O)OC(C)(C)C)c2nc3ccccc3nc21	12	3	95	93	107	30*	-4	0	1.3
Cc1ccc(C)n1-n1cnc2sc3c(c2c1=O)CCCCC3	-4	-2	102	116	95	101	7	-9	1.2
CCOC(=O)C(C)CC(C)C(=O)N1CCOCCN(C(=O)C(C)CC(C)C(=O)OCC)CCOCC1 (centres undefined)	4	x	98	98	103	86	-17	-17	1.1
COc1cc(NC(=O)c2cc3nc(C)cc(C)n3n2)c(OC)cc1Cl	-3	9	89	85	68	89	20	29	1.1
N#CCSc1nc2ccccc2c(=O)n1CCC(=O)NCCc1ccccc1	-12	0	100	90	95	96	2	3[fluorescence artefact?]	1.1
CCC(C)(C(=O)NC1CCCCC1)N(C(=O)C1CCC(=O)N1)c1ccccc1 (centres undefined)	5	-3	x	x	116	x	5[fluorescence artefact?]	-2[fluorescence artefact?]	1
COc1cc(Cl)c(C)cc1NC(=O)COc1cc(C)nc(C(C)C)n1	7	-3	x	102	144	90	-3	-9[fluorescence artefact?]	1.1
O=C(Cc1c(F)cccc1Cl)N1CCN(C(=O)c2ccco2)CC1	9[fluorescence artefact?]	0	101	98	116	86	-21	-25	1.2
Cn1c(Cn2c(=O)sc3ccccc32)nnc1SCC(=O)NCc1ccc(F)cc1	-9	x	97	46	101	99	1	-1	1.1
C=CCc1ccccc1OCCCCN1CCCC1	-3	0	94	88	98	68	6	4	1.1
CCOc1ccc(N(CC(=O)NC2CCCC2)S(=O)(=O)c2c(C)noc2C)cc1	-5	-1	90	87	112	79	7[fluorescence artefact?]	-14	1.1
O=C(NCCc1ccccc1)c1cnn2c(C(F)F)cc(C3CC3)nc12	1	-8	101	72	114[fluorescence artefact?]	45	-7	-8	1.1
CN1/C(=C/C(=O)c2cccs2)Sc2ccccc21	2	-4	90	74	94	47	2	-3	1.1

Bioassay records from PubChem BioAssay.
